Bioassay records deposited in PubChem by Broad Institute.
ARNT TACC3 PPI = disruptors of ARNT/TACC3 protein interaction, primary screen, biochemical, AlphaScreen, single concentration | Transforming acidic coiled-coil-containing protein 3 (Homo sapiens), Q9Y6A5 | AlphaScreen His-ARNT PAS-B/GST-TACC3 binding, luminescence; TACC3 fragment carries E629A point mutation | inhibition, % at 9.99 µM | actives 0.66% (n = 390,000);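 active = mean inhibition of replicates at least 50% and at least half of replicates each reaching 50%; inconclusive = half or more replicates reach 50% but mean below 50%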;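 note: 0% = complete ARNT plus TACC3 wells and 100% = ARNT alone without TACC3; many hits fall short of the cut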
ERp5 inh = inhibitors of ERp5-driven insulin aggregation, primary screen, biochemical, turbidity, absorbance 650 nm, single point; Protein disulfide-isomerase A6 (Homo sapiens), Q15084; 90 min; inhibition, % at 9.99 µM; actives 0.05% (n = 350,000); AID 651711, 2012;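 active = mean replicate inhibition above about 25%, with every replicate also reaching it, limit read from the data, passing the limit was not always enough; inconclusive = only one of those two criteria met; inactive = neither criterion met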
Target sequence (Q15084 whole entry, looked up): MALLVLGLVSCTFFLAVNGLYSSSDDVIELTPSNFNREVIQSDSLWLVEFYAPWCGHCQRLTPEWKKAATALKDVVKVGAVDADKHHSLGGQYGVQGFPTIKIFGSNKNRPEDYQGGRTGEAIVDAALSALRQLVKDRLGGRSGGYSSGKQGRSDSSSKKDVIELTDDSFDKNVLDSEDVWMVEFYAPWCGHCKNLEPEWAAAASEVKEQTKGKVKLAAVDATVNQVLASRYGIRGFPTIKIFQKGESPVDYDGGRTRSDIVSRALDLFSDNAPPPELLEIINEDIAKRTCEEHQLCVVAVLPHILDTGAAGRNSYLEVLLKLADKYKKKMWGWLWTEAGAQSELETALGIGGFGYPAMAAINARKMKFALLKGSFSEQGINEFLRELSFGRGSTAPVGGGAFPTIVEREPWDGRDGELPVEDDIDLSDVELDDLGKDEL
PAX8 inh HTS = inhibitors of PAX8-driven TPO luciferase reporter, primary screen, RMG-I cells, single concentration; SteadyGlo, 24 h; actives 1.2% (n = 360,000); AID 652154, 2013; inhibition, % at 12.6 µM;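 active = mean replicate inhibition at least 60% with every replicate also reaching 60%; inconclusive = only one of the two criteria is met; inactive = mean below 60% and not all replicates reaching 60%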;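 note: luciferase light reporting Pax8 driven TPO promoter activity; plate controls were median of neutral control wells for no effect and mitoxantrone controls for full effect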
XiGFP reactiv = activators of inactive X chromosome reactivation, primary screen, imaging, XiGFP fibroblasts, GFP high-content imaging, set 2 | XiGFP mouse fibroblasts, % GFP-positive cells imaging, 3 d; cells co-treated with 5-aza-dC sensitizer; scaled so ellipticine positive control = 100% | activation, % at 7.58 µM | actives 0.055% (n = 360,000) | AID 743238, 2013;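 active = mean normalized replicate activation at least 10% and every replicate at or above 10%; inconclusive = only one of the two criteria met; inactive = mean below 10% and not all replicates reach 10%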;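 note: 0% = median of on-plate neutral control wells and 100% = ellipticine 6 µM median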
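material = 68-5-11 XiGFP fibroblast line | medium = DMEM plus 5-aza-dC sensitizer | schedule = 3 days compound exposure | benchmarks = positive control ellipticine, 6 µM final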
GSIS activator = GLuc luminescence reporter in INS-1E cells, primary screen for activators of glucose-dependent secretion of insulin; AID 743287, 2014; actives 0.61% (n = 370,000); INS-1E GLuc reporter insulin secretion, 2-3 h; activation, % at 16.6 µM;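 active = lowest replicate activation of at least 40%, so every replicate reaches that level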;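 note: 0% = median of neutral control wells and 100% = median of IBMX positive control wells; some compounds called inactive have numbers as strong as hits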
CFTR F508del cor = F508del CFTR correction, initial screen, CFBE line, single point; AID 720511, 2013; CFBE cells, YFP halide quenching; stimulated with forskolin plus potentiator P3; % fluorescence drop versus neutral controls; activity (quench increase), % at 7.58 µM; actives 0.36% (n = 350,000);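 active = mean added fluorescence quench of at least 8% versus neutral control, with both replicates also reaching 8%; inconclusive = only one of the mean or replicate conditions met; inactive = mean below 8% and not both replicates reaching 8%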;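 note: cells transiently co-express mutant CFTR-F508del with the halide-sensitive YFP; corrector assay measuring rescue of mutant channel to the surface after 24 h compound exposure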
EWS-Fli inh = EWS/Fli-driven NR0B1 reporter inhibitors, primary screen, A673 cells, NR0B1 luciferase, luminescence, MLPCN library; viability-normalised; inhibition, % at 12.6 µM; actives 0.67% (n = 350,000);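 active = mean inhibition of at least 50% after viability correction, with every replicate also passing that limit; inconclusive = mean reaches 50% but only one of two replicates passes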;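 note: firefly luciferase signal divided by Alamar Blue viability fluorescence both relative to DMSO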
DENV2 CPE = inhibitors of DENV2 cytopathic effect, primary screen, cell-based, plate reader, single concentration; actives 1.7% (n = 350,000); DENV2-infected cells, cytopathic effect rescue; CPE inhibition, % at 9.99 µM; in the data active = CPE inhibition above about 20%, passing the limit was not always enough; inconclusive = no clear call, values can overlap the other calls; tested in BHK-21 cells;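 note: 0% = median of neutral control wells and 100% = median of positive control wells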
* = called active by the depositor; ? = inconclusive; / = no result given.

SMILES	ARNT TACC3 PPI	ERp5 inh	PAX8 inh HTS	XiGFP reactiv	GSIS activator	CFTR F508del cor	EWS-Fli inh	DENV2 CPE
O=C(COC(=O)CNS(=O)(=O)c1cc(C(F)(F)F)ccc1Cl)NC1CC1	-4	9	-4	0.1	16	-3.4	-5	-19
CCC1CCCCN1C(=O)CSc1nc2ncccc2[nH]1 (stereo not drawn)	21	-4	-10	0.0	-5	-3.1	/	3
Cc1cccc(Nc2nc(Cl)ncc2F)c1C	9	0	18	0.0	4	3.1	3	-4
CCc1cccc2c(C(=O)CSc3nncn3-c3ccc(OC)cc3)c[nH]c12	-1	6	18	0.0	5	/	10	0
CCCCNc1ncnc2[nH]ncc12	/	3	-11	0.0	13	6.0	2	1
Cc1cccc(CC(=O)Nc2sc(C(C)C)cc2C(=O)N2CCOCC2)c1	-1	-4	15	0.5	-17	-2.5	0	-1
C[C@H](CO)N1C[C@H](C)[C@H](CN(C)Cc2ccc3c(c2)OCO3)OCCCC[C@H](C)Oc2ccc(NC(=O)NC3CCCCC3)cc2C1=O	-2	-4	-8	0.0	-5	-1.9	-5	26*
CCC(=O)c1ccc(OCC(O)CNC2CCCC2)cc1 (stereo not drawn)	2	0	33	0.0	1	2.1	-6	9
CCOc1ccc(/C=N/NC(=O)CSc2ccccn2)cc1O	12	7	-45	0.1	48*	1.4	0	4
CCCc1nc2ccc(Cl)cn2c1Cc1ccc(C)cc1	/	3	-21	0.0	6	-2.6	-42	-6
CCC(C)(C)NC(=O)CN(Cc1ccc(OC)cc1)C(=O)CCC(=O)Nc1nccs1	-11	20	12	0.0	-3	1.8	12	4
O=S(=O)(c1ccc(NC(=S)NC2CC2)cc1)N1CCOCC1	-6	8	-4	0.0	13	2.0	4	-4
C/C(=N\Nc1nncc2ccccc12)c1ccc(OCC(=O)N(C)C)cc1	-6	2	-61	0.3	-8	-2.6	-60	8
COc1ccc(CNC(=O)C2CCN(S(C)(=O)=O)CC2)c(OC)c1	-4	-1	14	0.1	-5	-0.7	-3	11
Cc1noc(C)c1NC(=O)Nc1ccc2c(c1)CC(=O)N([C@H](C)CO)C[C@H](C)[C@H](CN(C)S(C)(=O)=O)O2	17	/	-6	0.0	-3	-0.8	-5	-3
COc1ccc(NC(=O)Cc2c(F)c(F)c(F)c(F)c2F)cc1OC	-11	-4	0	0.0	6	0.8	2	-2
COc1cc(-c2cc(C(=O)NCc3ccc(S(N)(=O)=O)cc3)c3ccccc3n2)cc(OC)c1OC	-17	2	11	-0.1	7	3.6	7	1
O=C(CC1CCCCC1)NCCCN1CCOCC1	0	4	/	/	5	-1.3	-3	/
Cc1ccc(-c2nnc(SCC(=O)N/N=C/c3ccccc3C(=O)O)n2-c2ccc(C)cc2)cc1	-2	-5	5	0.7	-11	-3.0	8	-2
C[C@@H]1CN([C@@H](C)CO)S(=O)(=O)c2ccc(-c3cccc(C#N)c3)cc2O[C@@H]1CN(C)C(=O)Nc1ccccc1F	-10	-1	16	-0.6	-12	-3.1	17	-4
COc1ccc(COC(=O)C2CCN(S(=O)(=O)c3ccc(OC)c(OC)c3)CC2)cc1	-13	0	-2	-0.2	/	-1.9	-15	7
Cc1ccc(S(=O)(=O)NCC[C@H]2CC[C@@H](NC(=O)c3cccnc3)[C@H](CO)O2)cc1	4	-2	-22	0.2	14	-1.5	2	5
COc1cc(OC)c(NC(=O)c2ccc(F)cc2)cc1Cl	22	6	3	0.0	7	0.9	-19	17
COc1ccccc1Nc1nc(C)cc(C)n1	-2	2	-18	0.1	13	2.0	-4	-4
CCOCCCNC(=O)C1CCN(C(=O)N(C)C)CC1	2	0	/	/	-2	3.3	-3	3
CO[C@H]1CN(C)C(=O)c2ccc(NS(C)(=O)=O)cc2OC[C@H](C)N(CC2CC2)C[C@H]1C	-1	3	-5	-0.1	7	1.4	-2	-1
O=C(N[C@H]1CC[C@H](CCn2cc(-c3ccccn3)nn2)O[C@H]1CO)c1ccncc1	66*	2	-7	0.7	-1	1.4	0	10
CCOC(=O)C1C(C(=O)Nc2cccc(C(F)(F)F)c2)C1C(=O)NC(C)C (stereo not drawn)	3	-2	13	0.0	-10	1.0	3	-2
COc1ccc(CN2CCNC(=O)C2CC(=O)NC2CCCCCC2)c(C)c1C (stereo not drawn)	-1	2	5	0.0	-3	-1.4	0	1
CCOc1ccc(-c2cc(C(=O)N/N=C(\C)c3cccnc3)c3ccccc3n2)cc1	-9	2	-80	-0.2	-13	4.2	/	-8

Copied from the list.
COc1ccccc1Nc1nc(C)cc(C)n1 @ ARNT TACC3 PPI = -2
CCOCCCNC(=O)C1CCN(C(=O)N(C)C)CC1 @ ERp5 inh = 0
CCOC(=O)C1C(C(=O)Nc2cccc(C(F)(F)F)c2)C1C(=O)NC(C)C (stereo not drawn) @ EWS-Fli inh = 3
O=C(N[C@H]1CC[C@H](CCn2cc(-c3ccccn3)nn2)O[C@H]1CO)c1ccncc1 @ XiGFP reactiv = 0.7

The listing picks up, starting two compounds before the break.
SMILES	ARNT TACC3 PPI	ERp5 inh	PAX8 inh HTS	XiGFP reactiv	GSIS activator	CFTR F508del cor	EWS-Fli inh	DENV2 CPE
COc1ccc(CN2CCNC(=O)C2CC(=O)NC2CCCCCC2)c(C)c1C (stereo not drawn)	-1	2	5	0.0	-3	-1.4	0	1
CCOc1ccc(-c2cc(C(=O)N/N=C(\C)c3cccnc3)c3ccccc3n2)cc1	-9	2	-80	-0.2	-13	4.2	/	-8
CCN(CC)S(=O)(=O)c1ccc(N2CCOCC2)c(NC(=O)c2ccc(F)cc2)c1	-5	6	8	0.0	-9	1.6	5	-1
Cc1cc(C)cc(NC(=O)C(Sc2ncnc3ccccc23)c2ccccc2)c1 (stereo not drawn)	-3	-7	23	0.1	3	-0.5	3	-2
Cc1ccc(S(=O)(=O)N2CCN=C2SCc2ccccc2)cc1	/	4	6	0.0	-5	2.0	-7	-2
COCCNC(=O)C(=O)NNC(=O)c1ccccc1OC	8	-4	10	0.1	0	-6.2	11	-5
Cc1ccc(S(=O)(=O)N(C)c2ccc(C(=O)N(CC(C)C)C3CCS(=O)(=O)C3)cc2)cc1 (stereo not drawn)	2	8	-7	0.3	-3	-1.1	-4	18
O=C(NNC(=O)c1ccc2c(=O)n3c(nc2c1)CCC3)c1ccc(F)cc1	-2	1	-11	0.0	-11	4.0	-1	-6
C[C@@H]1CN([C@H](C)CO)C(=O)c2cccc(NS(=O)(=O)c3cccs3)c2O[C@H]1CN(C)Cc1ccc(C(=O)O)cc1	-15	-2	/	0.2	11	-1.9	-2	-1
C[C@@H]1CN([C@@H](C)CO)C(=O)Cc2cc(N(C)C)ccc2O[C@H]1CN(C)S(=O)(=O)c1ccc(F)cc1	-1	-2	7	-1.1	-2	-0.7	-2	-8
CC(NC(=O)c1cccc(OC2CCN(C3CCN(C)CC3)CC2)c1)c1ccccc1 (stereo not drawn)	3	6	-22	0.1	3	3.2	13	12
COc1cc(N/C(N)=N/c2nc(C)cc(C)n2)cc(OC)c1	0	-2	19	0.0	3	6.0	5	-7
O=C(CN1CCOCC1)N[C@H]1CC[C@H](CCn2cc(C3CC3)nn2)O[C@@H]1CO	0	-11	-2	-0.1	5	-0.7	1	-3
O=C(C[C@@H]1C[C@H]2c3cc(NC(=O)C4CCOCC4)ccc3O[C@H]2[C@H](CO)O1)NC1CCCCC1	-5	-3	-4	0.0	-13	1.7	6	5
CO[C@H]1CN(C)C(=O)c2cc(NC(=O)C3CC3)ccc2OC[C@H](C)N(C(=O)CN(C)C)C[C@H]1C	0	1	/	0.0	16	1.6	5	-10
Cc1ccc(C)c(-c2ccc(=O)n(Cc3c(F)cccc3Cl)n2)c1	-14	-1	-21	0.1	-15	-2.5	-26	-1
NC(=O)C(NC(=O)OCc1ccccc1)c1ccccc1 (stereo not drawn)	8	0	-25	-0.7	0	-2.1	-6	-16
O=C(C[C@H]1C=C[C@@H](NC(=O)Nc2ccccc2)[C@H](CO)O1)NCc1cccc(F)c1	-6	5	9	-0.4	-1	-0.3	-1	2
COCCNC(=O)CN1CCN(S(=O)(=O)c2ccc3c(c2)CCCC3)CC1	6	5	-12	0.1	1	1.1	7	0
Nc1ccn(CCCN2CCN(C(=O)C3CC3)CC2)c(=O)n1	/	-7	-3	-0.1	/	-1.7	0	-17
Cn1cnnc1Sc1ccc(CN2CCN(C3CCCC3)C(CCO)C2)o1 (stereo not drawn)	-2	3	-25	0.0	17	-1.9	1	-4
Cc1cc(-c2ccccc2)nc(SCC(=O)N2CCCC2)n1	/	3	1	0.0	7	-0.3	2	17
CNC[C@@H]1Oc2c(NC(=O)Nc3ccc(F)cc3)cccc2C(=O)N([C@@H](C)CO)C[C@H]1C	5	-3	-5	-0.9	-13	-0.1	0	-5
O=S1(=O)CC2N=C(N(Cc3c(F)cccc3Cl)c3ccccc3F)SC2C1 (stereo not drawn)	4	/	9	0.0	-3	/	/	/
C[C@@H]1CN([C@H](C)CO)C(=O)c2cccc(NC(=O)Nc3ccc(F)cc3)c2O[C@H]1CN(C)Cc1ccc(C(F)(F)F)cc1	-3	0	-1	-0.5	-20	2.1	10	/
CCOC(=O)Nc1sc(NS(=O)(=O)c2ccc(C)cc2)nc1C	-2	3	/	/	7	-1.0	4	-5
Cc1csc2ncnc(N3CCN(S(=O)(=O)c4cccc(C(F)(F)F)c4)CC3)c12	-2	-1	21	0.0	-28	4.3	35	0
COc1ccc(Cc2nc3ccc(C(=O)NCCn4ccnc4C)cc3o2)cc1OC	-1	2	-1	0.0	2	0.9	/	15
NC(=O)c1c(NC(=O)c2ccncc2)sc2c1CCCCCC2	-16	5	-15	0.2	-8	0.5	-33	-6
c1cc(CNCC2CCCO2)ccn1 (stereo not drawn)	/	-3	10	0.0	4	-2.4	2	4
C[C@H]1CN([C@@H](C)CO)C(=O)c2cc(C#CC3(O)CCCC3)cnc2O[C@H]1CN(C)Cc1cccnc1	-12	3	/	0.1	-1	-2.3	-10	-4
COc1nc(N/N=C/c2ccc(-c3ccccc3[N+](=O)[O-])o2)nc(N2CCOCC2)n1	13	-12	4	0.0	38	/	-3	?
O=C(c1ccco1)N1CCN(S(=O)(=O)c2cccc(Cl)c2)CC1	-2	1	1	0.0	1	5.2	10	-2
Cn1c(NC(=O)C2CCCC2)cc(=O)n(C)c1=O	-6	-1	-14	0.3	16	0.7	-3	?
Cc1ccc(NC(=O)CSc2nnnn2-c2cccnc2)c(C)c1	-15	-4	-9	0.0	7	1.5	2	-2
C[C@@H](CN1C(=O)C(=O)NC[C@@H]1C)NC(=O)CC12CC3CC(CC(C3)C1)C2	-5	-6	-22	-0.1	4	1.3	6	3
Cc1ccc(S(=O)(=O)Nc2ccc3c(c2)CC(=O)N([C@@H](C)CO)C[C@@H](C)[C@H](CN(C)S(=O)(=O)c2ccc(Cl)cc2)O3)cc1	12	/	4	-0.7	1	0.3	11	49*
O=c1[nH]c(-c2ccccc2)c(-c2ccccc2)o1	-7	0	-5	0.2	12	-2.7	6	-4
CN1C(=O)/C(=C/c2cn(CC(=O)N3CCCCC3)c3ccccc23)NC1=S	-4	-2	8	0.6	35	4.0	16	-27
